mcGAS MS inh = blocks mouse cGAS cGAMP production; Q8C6L5; 0.18% of 130,000 active; recombinant mouse cGAS, cGAMP by RapidFire MS; inhibition, % at 12.5 µM;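 active = inhibition of cGAS enzyme activity at or above 60%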;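 note: enzyme stimulated by 45 bp dsDNA with ATP and GTP substrates; cGAMP share of summed cGAMP plus half ATP and half GTP signals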
Target sequence (Q8C6L5 whole entry, looked up): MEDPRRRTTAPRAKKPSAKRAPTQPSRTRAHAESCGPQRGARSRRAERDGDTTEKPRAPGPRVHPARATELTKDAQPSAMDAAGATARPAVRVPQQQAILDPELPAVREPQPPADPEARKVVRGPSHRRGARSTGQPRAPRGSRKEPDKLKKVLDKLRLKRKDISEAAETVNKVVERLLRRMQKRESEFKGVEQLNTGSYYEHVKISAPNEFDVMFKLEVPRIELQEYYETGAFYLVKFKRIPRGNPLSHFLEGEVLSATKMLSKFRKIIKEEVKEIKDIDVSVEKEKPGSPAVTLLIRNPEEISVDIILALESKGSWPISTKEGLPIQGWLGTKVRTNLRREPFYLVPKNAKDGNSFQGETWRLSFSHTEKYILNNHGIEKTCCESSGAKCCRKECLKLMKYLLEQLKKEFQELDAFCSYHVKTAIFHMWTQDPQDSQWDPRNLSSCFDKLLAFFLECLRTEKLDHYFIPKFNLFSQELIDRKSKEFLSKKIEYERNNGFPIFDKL
* = called active by the depositor; & = joins results of further samples. Only part of the results is shown; the hit share may differ from the screen's.

molecule,mcGAS MS inh
COc1c(Br)cc(Br)cc1/C=C(\C#N)c1nn(CCO)c(N)c1C#N,2.0
O=C1CC2(CCN(C(=O)C3CCOC3)CC2)Oc2cc(N3CCCC3)ccc21 (stereo unspecified),1.7
Cc1ccc(SCC(=O)NC(C)c2cccc(S(N)(=O)=O)c2)c(C)c1 (stereo unspecified),-0.9
CC(C)(C)NC(=O)c1cc(S(N)(=O)=O)c(Br)s1,-10.1
COCCN1CCCC2(CCN(Cc3cc(OC)c(OC)c(OC)c3)C2)C1 (stereo unspecified),4.1
CC(=O)c1c(C)[nH]c(C(=O)OCc2cc(=O)n3cccc(C)c3n2)c1C,5.7
Cc1ccc(C(=O)NNC(=O)c2ccccc2-n2cccc2)s1,3.3
Cc1c(C(=O)NC2CCCC2)c(C(F)(F)F)nn1C1CCCN(C(C)C)C1 (stereo unspecified),-9.0
CC(Cc1nsc(Nc2ccc(Cl)cc2)n1)=NC1CC(C)(C)NC(C)(C)C1,7.1
CC(C)Cc1ccc(C(C)NC(=O)Cn2ccsc2=O)cc1 (stereo unspecified),-0.4
COc1cccc(CN2CCn3c(nnc3C(=O)N3CCOCC3)C2)c1F,-15.2
CCSc1ccc(Cl)cc1C(=O)Nc1ccc(CC(N)=O)cc1,-5.1
OC[C@H]1O[C@@H](Oc2ccc(O)cc2)[C@H](O)[C@@H](O)[C@@H]1O,-10.0&0.1
CC(c1cncs1)N(C)C(=O)c1cccc(CC2CCNCC2)c1 (stereo unspecified),3.5
O=c1c2cc(F)ccc2ncn1CCOCCO,-4.8
O=C(NC1CC1)C(NCc1ccc(N2CCCCC2=O)cc1)c1ccccc1 (stereo unspecified),-6.1
COCc1cc(=O)n2[nH]cc(-c3ccccc3)c2n1,4.2
CN(CC1CCOCC1)c1nc2nonc2nc1NCc1cccs1,-9.4
COCC(NC(=O)c1cc(C)nc2c(C)cccc12)c1ccnn1C (stereo unspecified),-5.4
CC1Cc2cc(-c3cc(CNC(=O)CCn4ccc(=O)[nH]c4=O)no3)ccc2O1 (stereo unspecified),-3.9
O=c1[nH]c(CNCc2ccccc2)nc2scc(-c3cccc(Cl)c3)c12,-1.4
COc1ccc(C(=O)N2CCc3ccc(NC(=O)c4ccncc4)cc3C2)o1,-11.6&-3.9
COCCn1c(SCC(=O)N(C)Cc2ccc(F)cc2)nc2sc3c(c2c1=O)CCCC3,-4.7
CC(c1cccnc1)N(C)C(=O)Cn1ccc(=O)c2ccccc21 (stereo unspecified),3.5
N#CC(C=Nc1ccc2c(c1)OCO2)c1nc(-c2ccccc2)cs1 (stereo unspecified),-11.1

molecule,mcGAS MS inh
O=S(=O)(c1ccc(Cl)nc1)N1CCC(c2nc3ccccc3[nH]2)CC1,9.4
Cc1c(Br)cccc1NC(=O)C1(C)CCN1CCc1ccccc1 (stereo unspecified),-11.3
CCCCC1(O)C2CC3(C)C2CCC31C (stereo unspecified),22.9
COc1ncccc1C(=O)N1CCCC(C(=O)Nc2cccc(-c3ccc(F)cc3)c2)C1 (stereo unspecified),-3.4
CC(=O)N[C@H]1C[C@@H](CCn2nc(C)cc2C)O[C@@H](C2CCCCC2)C1,-18.4
C#CCNC(=O)c1ccc(NS(=O)(=O)/C=C/c2ccccc2)cc1,-7.3
CCn1nc(C(=O)Nc2ccc3nc(N4CCN(C)CC4)sc3c2)cc1C,-4.6
CCC(=O)NCCNc1ccc(C(F)(F)F)cc1[N+](=O)[O-],0.0
Cn1nc(-c2ccccc2)c2c1NC(=O)CC2c1cccnc1N1CCOCC1 (stereo unspecified),7.9
Cn1cc(C(=O)NC2CCCCC2)c2[nH]c(=O)n(-c3ccc(Cl)cc3)c(=O)c21,-26.3
O=C(CCCc1nc2ccccc2s1)NC1CCCC1,-7.1
Cc1cc(NC(=O)N(C)C2CCC(c3ccccc3)CC2)n(C)n1 (stereo unspecified),-0.9
Cn1cc(C(=O)O)c2[nH]c(=O)n(Cc3ccccc3)c(=O)c21,-1.2
S=c1cc(-c2ccccc2)nc2nc[nH]n12,-4.3
FC(F)(Cl)c1cc(-c2ccccc2)nc2[nH]c3ccccc3c12,-14.7
Cc1cc(NC(=O)N(C2CC2)C(C)C2CC2)ccc1C(N)=O (stereo unspecified),-4.1
O=C(CN1CCN(CCO)CC1)Nc1ccccc1[N+](=O)[O-],-1.0
CC(Oc1ccccc1)C(=O)NN=Cc1cc(Br)ccc1O (stereo unspecified),1.0
CC(Oc1ccc(Cl)cc1Cl)C(=O)NCCn1nc(-c2cccnc2)ccc1=O (stereo unspecified),-7.5
COc1cc(C(=O)N2CCOCC2)cc(OC)c1OC,-3.5
NC(Cc1ccc(O)cc1)C(=O)O (stereo unspecified),-3.5
Cc1nc2nc(N)nn2c(C)c1CCC(=O)OC(C)C(=O)NC1CCCC1 (stereo unspecified),-10.7
CCN(CC)CCNc1c([N+](=O)[O-])c(=O)n(CC)c2ccccc12,-3.3
CCC(NC(=O)c1c[nH]c2ccccc12)c1ccc(C)cc1 (stereo unspecified),-6.2
CC(C)CCN1CCNC(=O)C1CC(=O)N1CCC(CN2CCOCC2)CC1 (stereo unspecified),-9.8

molecule,mcGAS MS inh
Cc1ccc2c(c1)C(CC(=O)N1Cc3cnn(CCO)c3C1)C(=O)N2 (stereo unspecified),-15.4
CC(CC1=CCCN(C)C1)NC(=O)c1ccnc(Cl)c1 (stereo unspecified),7.0
CN(Cc1ccc(Br)cc1)C(=O)c1ccc(N(C)C)nc1,3.1
CC1CN(CC(=O)Nc2ccc(C(C)C)cc2)CC(C)O1 (stereo unspecified),-12.7
COc1cccc(NC(=O)C2(C)CCN2C(=O)C2CCCCC2)c1 (stereo unspecified),0.0
CCc1sc(C(=O)N2CCC(S(=O)(=O)NC)CC2)cc1C,-10.2
[O-][n+]1onc2c1CCc1c-2nn(-c2ccccc2)[n+]1[O-],7.3
CN(CC(=O)Nc1ccc(Cl)cc1F)Cc1ccccc1Cl,-2.0
CCOC1OC(COC(C)=O)C(OC(C)=O)C(OC(C)=O)C1NC(C)=O (stereo unspecified),46.1
Cn1c(=O)c2c(nc(N3CCCCC3)n2Cc2ccccc2Cl)n(C)c1=O,-0.5
Cc1ccc(C(=O)O)cc1NC(=O)c1ccccc1F,-1.0
Cc1cc(C(F)(F)F)nc(CCNC(C)Cn2nc(C)cc2C)n1 (stereo unspecified),-18.1
O=C(c1nn(-c2ccccc2F)cc1O)N1CCCCCC1,-13.2
COCc1cccc(NC(=O)c2ncn[nH]2)c1,-1.8
COc1ccc(OCCN(C)S(=O)(=O)c2ccc3c(c2)CCC3)cc1,-11.3
COc1cc(OC)cc(C(=O)NCC2CCCN(Cc3cccc(C)n3)C2)c1 (stereo unspecified),0.5
Cc1cccc(NC(=O)C(C)(C)Oc2ccc(Cl)cc2)c1,5.9
NS(=O)(=O)c1cc([N+](=O)[O-])ccc1Nc1ccc(F)cc1,-2.8
N#CCCN(Cc1ccc(F)cc1Cl)CC(F)(F)F,1.9
CCN(CC)c1ccc(C=Nc2sc3c(c2C(N)=O)CCC3)c(O)c1,10.0
O=C(CN1C(=O)c2ccccc2C1=O)N1CCCC(CO)(CCOc2ccccc2)C1 (stereo unspecified),3.6
Cc1ccnc2cc(Cl)c(Cl)cc12,3.6
CCN(C(=O)COC1CCCC(C)C1)C(C)c1cccc(O)c1 (stereo unspecified),0.8
COCc1nnc(C(=O)N2CCCC(Cc3nc4ccccc4[nH]3)C2)o1 (stereo unspecified),-3.2
Cc1nc([N+](=O)[O-])c(Sc2nc3ccccc3n2C)n1Cc1ccccc1,-5.9

molecule,mcGAS MS inh
CN1C(=O)c2cccc(NC(=O)c3ccc(S(=O)(=O)N(C)CC4CCCO4)cc3)c2C1=O (stereo unspecified),-4.3
COc1ccc(C2(C)N(O)C(C)C(c3cccs3)=[N+]2[O-])cc1 (stereo unspecified),0.7
Cc1csc(Sc2nc3c(c(=O)[nH]c(=O)n3C)n2Cc2ccccc2Cl)n1,-7.5
Cc1c(S(=O)(=O)CCNC(=O)Nc2ccccc2C#N)c2ccccc2n1Cc1ccc(F)cc1,-13.9
CS(=O)(=O)c1ccc(CC(=O)N(Cc2ccccn2)c2nc3ccc(Cl)cc3s2)cc1,-9.4
CS(=O)(=O)Cc1ccc(N2CCC(N3CCCC3=O)CC2)nc1,-18.5
Nc1nc(Nc2ccccc2F)nc(NCc2ccco2)c1[N+](=O)[O-],-14.4
CCCc1cc(C(=O)N2CCNCC2C(=O)NCc2ccccn2)ccn1 (stereo unspecified),-21.6
CCC(=O)Nc1ccc(S(=O)(=O)NCC2CCN(Cc3ccco3)CC2)c(C)c1,3.9
C=C(Br)CNC(=O)[C@@H](NC(=O)N1CCCC1)C(C)CC (stereo partly specified),-8.0
Cc1nc(N(C)C2CCCCC2)ncc1C(C)NC(=O)c1ccoc1C (stereo unspecified),-5.3
CCCNCC(=O)N(CCc1ccc(OC)c(OC)c1)Cc1sccc1C,-6.9
CC(=O)Oc1ccccc1Cn1c(C)c(C(=O)NCc2cccc(C)c2)sc1=O,2.3
NCC1CN(c2cccc(Cl)c2)C(=O)O1 (stereo unspecified),4.3
O=C(N1CCc2ccc(S(=O)(=O)N3CCC(n4c(=O)[nH]c5ccccc54)CC3)cc2C1)C(F)(F)F,-1.2
CCCCN=C1SCC(c2c[nH]c3ccccc23)=NN1C,-0.4
O=C(c1ccccc1C1CCNC1)N1CCN(c2ccc(F)cc2)CC1 (stereo unspecified),6.2
Cc1ccc(-c2cc(CN(CC(C)C)C(=O)NC(C)C)no2)c(C)c1,-9.2
CC(C)c1ccc(NC2CCCN(C(=O)C3=NN(C)C(=O)CC3)C2)cc1 (stereo unspecified),-0.2
COc1ccc(Nc2nc(NCc3ccccc3)nc3nccnc23)cc1,-18.3
COc1ccc(-c2nn(-c3ccccc3C)cc2CN(C)Cc2ccccn2)cc1F,-2.0
CC(C)CC(N)c1nc2ccccc2[nH]1 (stereo unspecified),-5.3
CCn1c(C2CCCN(Cc3cccn3-c3cccnc3)C2)nn(C)c1=O (stereo unspecified),-19.1
O=C1COc2cc(S(=O)(=O)N3CCN(C(=O)C4CCC4)CC3)c(Cl)cc2N1,12.4
COC(=O)C1c2sc(=O)[nH]c2SC2C3CC(C4C(=O)N(CC(=O)O)C(=O)C34)C12 (stereo unspecified),6.2

molecule,mcGAS MS inh
NS(=O)(=O)c1ccsc1C(=O)N1CCC2(CCCO2)CC1,-14.7
CCc1c2ccc(C)n2cc[n+]1CC(=O)c1ccccc1,-1.5
CCc1cc(CN(C)Cc2ccc(C(=O)Nc3nccn3C)cc2)on1,-22.8
COc1cccc(-c2cnc(CNC(C)(C)c3nc(C)cs3)o2)c1,-14.6
CN1CC(=O)N2[C@H](c3ccc4c(c3)OCO4)c3[nH]c4ccccc4c3C[C@@H]2C1=O,-1.7&3.0
CC(=NNc1nc(C)cc(C)n1)c1ccc(C)o1,-16.9
CCOC(=O)C(C)n1cnc2c(nnn2-c2ccccc2)c1=O (stereo unspecified),3.1
COc1ccc(CNC(C)c2nnc3ccccn23)cc1OC(F)F (stereo unspecified),-6.8
CNc1cnc(-c2ccccc2CO)cn1,-8.2
Cc1c2c(c(C)n1-c1ccccc1)C1(CCCCC1C)NCC2 (stereo unspecified),-9.2
CC(=NNC(=S)NC1CCCCC1)c1ccc(C)o1,7.6
Cc1nc2n(n1)CCCC2N (stereo unspecified),12.1
Cn1c(C2CCS(=O)(=O)C2)nn(CN2CCCc3cc(F)c(F)cc32)c1=S (stereo unspecified),-2.1
CCn1ccnc1CN1CCOC2(COCCN(C(=O)c3ccccc3)C2)C1 (stereo unspecified),-15.3
CCOC(=O)N1CCN(C2CCCN(C(=O)c3ccsc3)C2)CC1 (stereo unspecified),-0.5
Cn1c(=O)n(CCCO)c(=O)c2c1nc1n2CCN1c1ccccc1,-2.2
CS(=O)(=O)N1CCN(c2ccc([N+](=O)[O-])c(NCCOc3ccc(Cl)cc3)c2)CC1,-9.9
Cc1nnc(NC(=O)NC(c2ccccc2)c2ccc(F)cc2)s1 (stereo unspecified),-3.3
O=C1C=CC(=O)N1c1ccc(Cl)c(Cl)c1,11.3
NCC1Cc2cc(-c3ccc(Cn4ccnc4)cc3)cc(F)c2O1 (stereo unspecified),-15.1
O=C(c1ccc(Cl)c(Cl)c1)C1CCN(C(=O)NCC2COCCO2)CC1 (stereo unspecified),-0.1
COc1cccc2sc(=NC(=O)c3nc4ccccc4s3)n(C)c12,-4.7
COc1cc(CNc2nn[nH]n2)ccc1OCc1cccc(C)c1,-15.2
CN1CCCC2(CCN(C(=O)CCCc3ccc(F)cc3)C2)C1=O (stereo unspecified),-13.1
N#Cc1cccc(S(=O)(=O)NC2CCc3ccccc32)c1 (stereo unspecified),0.6
